Bcl-B TR3 displacers = displacers of TR3 peptide from Bcl-B, primary screen, selectivity assay for Bfl-1 inhibitor project, biochemical, fluorescence polarization; Bcl-2-like protein 10 (Homo sapiens); AID 748, 2007; 96,000 tested, 0.11% active; FP displacement of FITC-TR3 peptide from Bcl-B; higher % means a stronger effect; one-dose displacement, % at 20 µM; IC50 in µM for titrated hits;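 active = displacement above 50% at 20 µM plus a fluorescence interference ratio under 1.5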;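 also: plate controls were wells without compound for no effect and wells lacking Bcl-B protein for full effect; a part of the inactive calls stands beside numbers as strong as those of hits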
MRP reversal = reversal of MRP1-mediated doxorubicin resistance, primary screen, H69AR cells, doxorubicin co-treatment | H69AR cells + 2 uM doxorubicin, CellTiter-Glo, 72 h | differential viability (reversal), % at 10 µM | 85,000 tested, 0.04% active;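 active = viability drop by adding the cancer drug above about 55%, with treated viability meeting a 40% cutoff, limit read from the data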;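 also: viability without doxorubicin minus viability with 2 µM doxorubicin for each compound; larger differential means the compound sensitizes cells more to doxorubicin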
NFkB transloc pot = enhancers of NFkB p65 translocation in HUVEC – imaging, IL-1B stimulus, high-content imaging, primary screen | HUVEC IL-1B NFkB p65 nuclear translocation imaging | activation, % at 2 µM | 94,000 tested, 0.3% active | AID 819, 2007;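 active = activation above 40%, about the mean plus 3 SD, also judged a hit on visual image review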;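 also: percent activation is computed from the nuclear over cytoplasmic p65 intensity ratio; values of inactives mirror those of a sister screen read the other way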
PLAP inhibition = PLAP enzyme inhibitors, biochemical, luminescence, HTS (AID 690) | Alkaline phosphatase, placental type (Homo sapiens) | purified PLAP, luminescent substrate; higher % means a stronger effect | one-dose inhibition, % at 20 µM; IC50 in µM for titrated hits | 96,000 tested, 0.08% active; in the data active = a potency from the dose series; inactive = the rest, 99 in 100 with inhibition below about 30%; also: strong numbers were not always called active
IL1B NFkB inh = inhibitors of IL-1B driven NFkB p65 nuclear import, primary screen, imaging, HUVEC, IL-1B stimulus, high-content imaging; inhibition, % at 2 µM; 94,000 tested, 0.43% active; HUVEC IL-1B NFkB p65 nuclear translocation imaging;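 active = inhibition above about 30% together with a positive call from visual inspection of the well image, limit read from the data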;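 also: nuclear over cytoplasmic p65 intensity ratio measured by imaging; 0% = IL-1B stimulated DMSO wells and 100% = unstimulated DMSO wells; values of inactives mirror those of a sister screen read the other way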
MRP reversal cytotoxicity = also measured in MRP reversal; calls as there; viability, %; H69AR cells, CellTiter-Glo, 72 h; measured here: cytotoxicity without doxorubicin
MRP reversal with doxorubicin = also measured in MRP reversal; calls as there; viability, %; measured here: viability with 2 uM doxorubicin; active compounds read low
IL1B NFkB inh cell count 2 µM = also measured in IL1B NFkB inh; calls as there; cell count; measured here: cells passing quality filter;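 raw number of nuclei counted in each imaged well without normalization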
NFkB transloc pot cell count 2 µM = second read-out of NFkB transloc pot, no call of its own (marks repeat the call); cell count; measured here: cells passing quality filter
Numbers without * were called inactive; · = no result given. The list is partial (hit frequency here may not be typical).

1. Cc1cc(C(F)(F)F)nc(SCc2ccc(C(=O)O)o2)n1
2. CC(C)Cc1nnc(NC(=O)CCC(=O)N2CCOCC2)s1
3. Cc1ccc(-n2c(C)cc3c2CCCC3=O)cc1
4. Cc1cnc(NC(=O)COc2ccccc2Cl)s1
5. O=C(NC1(C(F)(F)F)C(=O)Nc2c1c(=O)[nH]c(=O)n2Cc1ccccc1)c1ccc(Cl)cc1 (stereo unspecified)
6. O=C(O)C1CC=CCC1C(=O)Nc1ccc(F)c(F)c1 (stereo unspecified)
7. COc1ccc(C)cc1S(=O)(=O)Nc1ccc(F)cc1
8. Cc1ccc(N=Cc2ccc[nH]2)c(O)c1
assay / compound | 1 | 2 | 3 | 4 | 5 | 6 | 7 | 8
Bcl-B TR3 displacers | 34% | -11% | 40% | -1% | 0% | -8% | -13% | -16%
MRP reversal | -8 | 18 | -1 | -5 | -3 | 6 | 9 | ·
MRP reversal cytotoxicity | 94 | 103 | 87 | 88 | 107 | 106 | 108 | ·
MRP reversal with doxorubicin | 102 | 85 | 88 | 93 | 110 | 99 | 99 | ·
NFkB transloc pot | -10 | 1 | 21 | -3 | -32 | -1 | 1 | 3
NFkB transloc pot cell count 2 µM | 57 | 142 | 133 | 172 | 188 | 105 | 166 | 133
PLAP inhibition | -18% | 20% | 11% | 6% | 12% | 8% | 8% | 6%
IL1B NFkB inh | 10 | 0 | -21 | 3 | 32* | 1 | 0 | -3
IL1B NFkB inh cell count 2 µM | 57 | 142 | 133 | 172 | 188* | 105 | 166 | 133

9. O=c1c2c(-c3ccc([N+](=O)[O-])cc3)csc2nc2n1CCC2
10. COc1ccc(N2CCCn3c2nc2c3c(=O)n(Cc3ccccc3F)c(=O)n2C)cc1
11. CC(C)C(c1nnnn1C1CCCCC1)N1CCc2ccccc2C1 (stereo unspecified)
12. O=C(Nc1cc(Sc2nc3ccccc3s2)cc([N+](=O)[O-])c1)c1ccccc1F
13. O=C(c1ccc([N+](=O)[O-])cc1)N1CCOC12CCN(c1ncc(C(F)(F)F)cc1Cl)CC2
14. Cn1c(NCc2ccco2)nc2ccccc21
15. COc1ccc(NC(=O)COc2ccc(CNCCCN3CCOCC3)cc2OC)cc1
16. COC(=O)c1cccc(-n2nnnc2SCC(=O)Nc2nc3c(s2)CCCC3)c1
assay / compound | 9 | 10 | 11 | 12 | 13 | 14 | 15 | 16
Bcl-B TR3 displacers | · | 10% | -5% | -4% | -8% | 2% | -7% | -11%
MRP reversal | -3 | -9 | 13 | · | -11 | 4 | · | 9
MRP reversal cytotoxicity | 83 | 66 | 87 | · | 74 | 85 | · | 92
MRP reversal with doxorubicin | 86 | 75 | 74 | · | 85 | 81 | · | 83
NFkB transloc pot | 3 | · | 6 | -9 | 15 | 3 | 4 | 10
NFkB transloc pot cell count 2 µM | 122 | · | 95 | 126 | 64 | 130 | 117 | 110
PLAP inhibition | · | -10% | 6% | -5% | 6% | 8% | -25% | -18%
IL1B NFkB inh | -3 | · | -6 | 8 | -15 | -3 | -4 | -10
IL1B NFkB inh cell count 2 µM | 122 | · | 95 | 126 | 64 | 130 | 117 | 110

17. CC(=O)N1CCC(N(C(=O)Nc2ccc(F)cc2)C2CCCC2)CC1
18. O=C(Nc1nc(N2C(=O)c3ccccc3C2=O)n(-c2ccccc2)n1)c1ccc(F)cc1
19. CCN(CC)S(=O)(=O)c1ccc(NC2c3ccccc3C(=O)N2Cc2ccco2)cc1 (stereo unspecified)
20. COc1ccc(-c2nc(-c3cccs3)c(-c3cccs3)[nH]2)cc1O
21. CC(C)NC(=O)Cn1c(SCC(=O)N2CCc3ccccc3C2)nc2ccccc21
22. CCOc1cc(CN2CCN(CCOCCO)CC2)ccc1OC
23. c1c2c(cc3sc(N4CCOCC4)nc13)OCO2
24. Cc1ccc(C)n1N1C(=O)/C(=C\c2ccc(Cl)cc2)SC1=S
assay / compound | 17 | 18 | 19 | 20 | 21 | 22 | 23 | 24
Bcl-B TR3 displacers | 0% | -6% | 8% | -12% | -4% | -1% | -7% | 5%
MRP reversal | 1 | -9 | -7 | -6 | 1 | -1 | -4 | 15
MRP reversal cytotoxicity | 82 | 81 | 73 | 47 | 98 | 82 | 82 | 72
MRP reversal with doxorubicin | 81 | 91 | 80 | 53 | 97 | 83 | 86 | 57
NFkB transloc pot | 12 | 8 | -8 | 3 | · | 19 | -1 | -16
NFkB transloc pot cell count 2 µM | 76 | 151 | 63 | 143 | · | 163 | 150 | 127
PLAP inhibition | 0% | -111% | -59% | -21% | 5% | -10% | -10% | -10%
IL1B NFkB inh | -12 | -8 | 8 | -3 | · | -19 | 1 | 16
IL1B NFkB inh cell count 2 µM | 76 | 151 | 63 | 143 | · | 163 | 150 | 127

25. CCc1sc(N2C(=O)C3C4CCC(C4=C(C)C)C3C2=O)nc1-c1ccccc1 (stereo unspecified)
26. COc1ccc(-n2ncc3c(NCCCN4CCOCC4)ncnc32)cc1
27. CC(C)OCCCNC(=O)c1cc2c(s1)CS(=O)(=O)C2
28. Cc1sc(N)nc1-c1cccs1
29. Cc1ccc2nc(C)/c(=N\O)c(C)nc2c1
30. O=C(NCC1CCCO1)c1ccc(N2CCCCC2)nc1 (stereo unspecified)
31. Cc1cccc(-c2noc(CN(C)S(=O)(=O)c3cc(Cl)ccc3Cl)n2)c1
32. Cc1c(C(=O)Nc2c(C)n(C)n(-c3ccccc3)c2=O)oc2ccccc12
assay / compound | 25 | 26 | 27 | 28 | 29 | 30 | 31 | 32
Bcl-B TR3 displacers | -3% | -6% | -4% | · | 0% | -2% | -1% | 1%
MRP reversal | · | 15 | 6 | -11 | -4 | 13 | -6 | -19
MRP reversal cytotoxicity | · | 88 | 98 | 96 | 7 | 107 | 100 | 69
MRP reversal with doxorubicin | · | 72 | 92 | 107 | 11 | 94 | 106 | 87
NFkB transloc pot | 19 | -4 | 24 | 30 | 0 | 2 | 9 | 18
NFkB transloc pot cell count 2 µM | 164 | 87 | 106 | 140 | 175 | 167 | 160 | 130
PLAP inhibition | -38% | -11% | -12% | · | -2% | -2% | 2% | -8%
IL1B NFkB inh | -19 | 4 | -24 | -30 | 0 | -2 | -9 | -18
IL1B NFkB inh cell count 2 µM | 164 | 87 | 106 | 140 | 175 | 167 | 160 | 130

33. O=S(=O)(NCc1cn2ccsc2n1)c1ccc(Oc2ccccc2)cc1
34. OCCSc1nc(-c2cccnc2)nc2ccccc12
35. Cc1ccc2c(c1)-c1c(cnn1CC(=O)O)CO2
36. CCOCCCNC(=O)c1c[nH]c2cc(C)ccc2c1=O
37. O=C1CC(C(=O)Nc2ccccc2)N=C(N2CCOCC2)N1 (stereo unspecified)
38. Cc1ccc2c(c1)c1c(n2CC(O)CN2C(=O)CNC2=O)C(=O)CCC1 (stereo unspecified)
39. COC(=O)c1ccc2c(=O)n(Cc3ccco3)c(SCC(=O)Nc3ccccc3Cl)nc2c1
40. COC(=O)[C@H](CCSC)NC(=O)NCCc1ccc(F)cc1
assay / compound | 33 | 34 | 35 | 36 | 37 | 38 | 39 | 40
Bcl-B TR3 displacers | -9% | -2% | 0% | 0% | -6% | 6% | -11% | 2%
MRP reversal | · | 4 | 1 | -6 | -7 | 16 | -17 | 3
MRP reversal cytotoxicity | · | 68 | 102 | 83 | 82 | 95 | 17 | 92
MRP reversal with doxorubicin | · | 64 | 101 | 89 | 89 | 79 | 34 | 90
NFkB transloc pot | -2 | 11 | -6 | · | -13 | -13 | -3 | -2
NFkB transloc pot cell count 2 µM | 139 | 96 | 93 | · | 115 | 158 | 130 | 171
PLAP inhibition | -17% | -59% | -4% | -4% | 17% | -20% | 11% | 11%
IL1B NFkB inh | 2 | -11 | 6 | · | 13 | 13 | 2 | 2
IL1B NFkB inh cell count 2 µM | 139 | 96 | 93 | · | 115 | 158 | 130 | 171

41. CCn1nnnc1SCC(=O)c1ccc2c(c1)OCCO2
42. CCOc1ccccc1NC(=O)CN(C)S(=O)(=O)c1cccc2nsnc12
43. CCCCCCCCOC(=O)CCn1[nH]c(=O)c2ccccc2c1=O
44. Cc1cc(C(F)(F)F)nn1-c1nc(-c2ccco2)cc(C(F)(F)F)n1
45. N#CCCN(C(=O)c1ccco1)c1ccccc1
46. Cc1cn(-c2ccc(Br)cc2)[nH]c1=O
47. Cc1c(-c2nnc(-c3ccc(C(F)(F)F)cc3)o2)cnn1-c1ccccc1
48. Fc1ccc(C(c2nnnn2Cc2cccs2)N2CCN(C3CCCCC3)CC2)cc1 (stereo unspecified)
assay / compound | 41 | 42 | 43 | 44 | 45 | 46 | 47 | 48
Bcl-B TR3 displacers | 4% | · | -1% | 10% | 0% | -1% | -3% | -6%
MRP reversal | -3 | 17 | -7 | 11 | -13 | -2 | · | -9
MRP reversal cytotoxicity | 95 | 95 | 94 | 93 | 92 | 103 | · | 94
MRP reversal with doxorubicin | 98 | 78 | 100 | 82 | 106 | 105 | · | 102
NFkB transloc pot | 0 | 7 | 7 | 22 | · | 6 | 6 | -7
NFkB transloc pot cell count 2 µM | 151 | 96 | 161 | 131 | · | 146 | 179 | 86
PLAP inhibition | 0% | · | -8% | 3% | 2% | -5% | 43% | -106%
IL1B NFkB inh | 0 | -7 | -7 | -22 | · | -6 | -6 | 7
IL1B NFkB inh cell count 2 µM | 151 | 96 | 161 | 131 | · | 146 | 179 | 86

49. COC(=O)Cc1cc(=O)n(-c2nc3ccccc3[nH]2)[nH]1
50. COC(=O)COc1ccc(-c2nn(C)c(=O)c3ccccc23)cc1
51. COc1ccccc1N1CCN(CC(=O)c2c(C)n(C)c3ccccc23)CC1
52. CO/N=C(/CS(=O)c1ccc(Br)cc1)c1ccc(OC)cc1 (stereo unspecified)
53. Cc1oc(-c2ccc(Cl)cc2)nc1CN1CCC(C(=O)NCCCN2CCOCC2)CC1
assay / compound | 49 | 50 | 51 | 52 | 53
Bcl-B TR3 displacers | · | 8% | -16% | -6% | -7%
MRP reversal | · | 8 | 0 | -2 | 13
MRP reversal cytotoxicity | · | 99 | 70 | 98 | 83
MRP reversal with doxorubicin | · | 91 | 70 | 100 | 70
NFkB transloc pot | -7 | 4 | -9 | · | -7
NFkB transloc pot cell count 2 µM | 173 | 164 | 164 | · | 195
PLAP inhibition | · | 5% | -45% | -52% | -69%
IL1B NFkB inh | 7 | -4 | 9 | · | 7
IL1B NFkB inh cell count 2 µM | 173 | 164 | 164 | · | 195

From PubChem BioAssay
